Source: PubChem BioAssay
697 NFkB inh – inhibitors of the PMA/ionomycin-induced NF-kB reporter in 697 B cells | inhibition, % at 4 µM | hit rate 0.33% among 330,000 | 697 B-cell NF-kB luciferase reporter, 16 h | AID 435022; in the data active = inhibition above about 35%
APJ antagonist – APJ receptor antagonism; inhibition, % at 20 µM; P35414; hit rate 0.32% among 330,000; CHO-K1 APJ beta-arrestin complementation, luminescence;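 active = inhibition above about 40% at 20 µM, limit read from the data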;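 note: cells challenged with 10 nM apelin-13 agonist together with compound; plate controls were apelin-13 plus DMSO wells for no effect and DMSO wells lacking apelin-13 for full effect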
Target sequence (P35414 whole entry, looked up): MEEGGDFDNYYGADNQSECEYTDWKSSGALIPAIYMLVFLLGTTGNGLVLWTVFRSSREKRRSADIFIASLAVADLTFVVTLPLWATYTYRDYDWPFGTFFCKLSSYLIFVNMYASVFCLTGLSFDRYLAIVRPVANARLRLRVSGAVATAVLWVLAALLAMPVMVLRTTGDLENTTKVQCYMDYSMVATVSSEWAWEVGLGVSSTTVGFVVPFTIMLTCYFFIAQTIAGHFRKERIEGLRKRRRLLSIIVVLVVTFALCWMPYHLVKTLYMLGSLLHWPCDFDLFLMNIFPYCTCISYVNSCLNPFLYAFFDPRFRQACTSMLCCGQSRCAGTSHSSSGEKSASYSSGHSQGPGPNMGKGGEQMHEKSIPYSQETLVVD
Jurkat NFkB inh – lowers PMA/ionomycin-induced NF-kB signal in Jurkat cells; PMA/ionomycin-induced NF-kB luciferase reporter, luminescence; inhibition, % at 4 µM; hit rate 0.53% among 330,000; in the data active = inhibition above about 50%
UBC13 polyUb – inhibitors of human UBC13 polyubiquitin chain formation | TR-FRET | inhibition, % at 20 µM | hit rate 0.47% among 330,000; in the data active = inhibition above about 45%, passing the limit was not always enough
Target sequence (P61088 whole entry, looked up): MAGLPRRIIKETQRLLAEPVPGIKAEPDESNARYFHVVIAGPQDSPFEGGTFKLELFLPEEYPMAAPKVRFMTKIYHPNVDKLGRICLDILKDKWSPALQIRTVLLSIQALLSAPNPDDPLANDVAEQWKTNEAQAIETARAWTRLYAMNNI
EBI2 antag – antagonists of human EBI2 receptor | P32249 | EBI2 beta-arrestin recruitment, luminescence, 7a,25-OHC stimulated | inhibition, % at 5 µM | hit rate 0.81% among 360,000 | AID 651636; in the data active = inhibition above about 38%;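 note: enzyme fragment complementation signal reports receptor beta-arrestin coupling in cells; 0% = agonist plus DMSO wells and 100% = wells without agonist; some results beyond the cut were filed as inactive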
CCR6 antagonist – antagonists of human CCR6 receptor; CHO-K1 CCR6 PathHunter beta-arrestin, luminescence, CCL20-stimulated; inhibition, % at 20 µM; hit rate 0.49% among 340,000;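 active = compounds whose inhibition of the agonist-driven luminescence signal at 20 µM reaches about 50%, limit read from the data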;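 note: cells stimulated with CCL20 at 14 nM final; plate controls were DMSO with CCL20 for no effect and DMSO without agonist for full effect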
Gli-Sufu antag – antagonists of Gli-Sufu signaling | inhibition, % at 5 µM | Sufu-KO-LIGHT fibroblasts, Gli luciferase reporter luminescence | hit rate 0.74% among 340,000;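 active = inhibition above about 55%, limit read from the data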;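 note: 0% = DMSO-treated cells and 100% = wells with medium but no cells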
CXCR6 inh – CXCR6 (human) receptor inhibition | CHO-K1 PathHunter CXCR6 beta-arrestin, luminescence | O00574 | hit rate 0.36% among 360,000 | inhibition, % at 20 µM; in the data active = inhibition above about 34%, passing the limit was not always enough;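 note: antagonist mode with CXCL16 agonist at 10 nM final; 0% = 10 nM CXCL16 with DMSO and 100% = unstimulated wells without agonist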
Target sequence (O00574 whole entry, looked up): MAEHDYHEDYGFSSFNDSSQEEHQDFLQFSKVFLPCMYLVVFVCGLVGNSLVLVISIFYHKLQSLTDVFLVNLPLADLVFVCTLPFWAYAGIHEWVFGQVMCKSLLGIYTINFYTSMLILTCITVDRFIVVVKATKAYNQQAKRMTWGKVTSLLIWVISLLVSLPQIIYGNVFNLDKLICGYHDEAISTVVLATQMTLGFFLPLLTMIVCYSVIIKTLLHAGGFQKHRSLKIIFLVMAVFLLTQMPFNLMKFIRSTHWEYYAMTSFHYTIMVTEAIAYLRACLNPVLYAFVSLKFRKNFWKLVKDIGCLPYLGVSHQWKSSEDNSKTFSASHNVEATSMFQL
* hit, by the source's call; . = not tested or not shown.

compound	697 NFkB inh	APJ antagonist	Jurkat NFkB inh	UBC13 polyUb	EBI2 antag	CCR6 antagonist	Gli-Sufu antag	CXCR6 inh
C[C@H](NC(=O)c1ccccc1)C(=O)OCC(=O)c1c[nH]c2ccccc12	23	-3	5	4	-2	12	0	-8
Cc1ccc(C(=O)N2CCN(Cc3ccccc3)CC2)o1	-19	3	19	-5	-14	5	3	0
Clc1ccc(CNCCCSc2ncccn2)cc1Cl	-8	6	0	8	0	4	12	-2
CCOc1ccc(CCN2C(=S)N([C@@H](CC(C)C)CN3CCCC3CN3C(=S)NC[C@@H]3Cc3ccc(O)cc3)C[C@@H]2Cc2ccccc2)cc1 (some centres undefined)	.	.	.	.	22	-13	4	0
CCOC(=O)C1CCN(C2CCN(C(=O)c3oc4c(C)c(C)ccc4c3C)CC2)CC1	-37	-7	-7	-1	23	6	0	-5
O=C(CSc1ncn[nH]1)Nc1ccc(Br)cc1Br	-14	-10	-4	0	-2	-2	-13	1
COc1ccccc1NS(=O)(=O)c1cccc(C(=O)N/N=C/c2ccc([N+](=O)[O-])o2)c1	7	-109	-7	-2	-15	10	1	-3
C(#CC1CCCCC1)c1ccc2c(c1)COc1c3ccccc3nn1-2	-86	23	-60	-3	12	5	21	-1
CCc1ccc(NC(=O)CSc2nc3ncc(Br)cc3[nH]2)cc1	11	13	-7	-9	-1	7	-10	-4
O=C(Nc1ccc(S(=O)(=O)N2CCOCC2)cc1)c1ccc([N+](=O)[O-])cc1Cl	12	-56	18	-2	-9	-5	4	-16
COc1ccccc1CNS(=O)(=O)c1ccc2c(c1)oc(=O)n2C	16	11	9	3	-3	11	8	-1
CS(=O)(=O)N1CCN(c2ccc([N+](=O)[O-])c3cccnc23)CC1	0	-13	-2	-16	1	4	-1	-5
O=S(=O)(Nc1cccc(-c2cn3cccnc3n2)c1)c1ccc(Cl)cc1	-20	-41	16	13	8	24	11	-8
CC1CN(C2CCN(C(=O)COc3ccc(Cl)cc3)CC2)CC(C)O1 (centres undefined)	14	17	10	0	23	22	2	-7
Cc1ccc2c(C)nc(N/C(N)=N/S(=O)(=O)c3ccccc3)nc2c1	-27	-10	6	22	0	-5	1	1
COc1ccc(OC)c(S(=O)(=O)Nc2ccc(OCC(=O)O)cc2)c1	5	-11	-3	5	-3	0	35	1
CN(C(=O)c1ccc(NC(=O)Cc2ccc(NC(=O)C3CCN(C(=O)C4CCCCC4)CC3)cc2)cc1)C1CC1	9	-6	-20	9	-10	4	1	2
Cc1ccc(/C(N)=N/OC(=O)CCC2CCCCC2)cc1	-24	-16	-26	-1	-8	-5	-24	-3
Cc1ccc2cc3cc(C(=O)NCCN4CCOCC4)oc3nc2c1	11	-20	-4	3	-22	16	-19	1
N#CC(C#N)=Cc1ccc(NC(=O)c2ccc(Br)cc2)cc1	21	1	-38	-4	5	13	-13	1
O=C(NCc1cccnc1)c1sc2ccccc2c1Cl	-8	-15	-8	-7	6	1	-6	-2
OCC[C@H]1C[C@@H](O)[C@H](O)[C@@]2(CCc3ccccc3CO2)O1	7	-45	7	-2	-13	11	0	8
CC1(C)CC(=O)c2sc(NC(=O)C3CC3)nc2C1	-14	-32	-11	-10	-1	10	-2	4
O=C(CNC(=O)c1cccc([N+](=O)[O-])c1)NC1CCCc2ccccc21 (centres undefined)	9	0	-4	-3	-1	-2	-3	1
O=C(NC(=S)Nc1ccc(N2CCOCC2)cc1)c1ccco1	-84	5	-26	-3	3	19	-45	6
CC[C@]12C(=O)N(C)C[C@H]([C@@H]3C(=O)N(Cc4ccccc4)C(=O)[C@@H]31)N2C(=O)c1ccc(F)cc1	.	.	.	.	-16	4	-3	-2
COc1ccc(/C=N/NC(=O)CNC(=O)C2COc3ccccc3O2)cc1OC (centres undefined)	-19	4	-6	-10	7	-7	0	-13
CCCCOC(=O)CCc1nc2ccccc2[nH]1	16	12	-10	6	-7	-8	17	3
COc1cc(C(=O)Nc2ccc3c(c2)OCCO3)c(-n2cnnn2)cc1OC	-18	-8	-3	-8	-6	-27	-7	-2
CN(C)S(=O)(=O)c1cccc(C(=O)NCC(=O)NC2CCN(Cc3ccccc3)CC2)c1	-4	4	-13	-2	16	0	8	0
Cc1cc([N+](=O)[O-])cnc1NC(C)c1ccccc1 (centres undefined)	15	-5	-21	3	-12	9	0	2
CN(C)C(=O)CCc1ccc2c3c([nH]c2c1)[C@]1(C)[C@@H](C(=O)N2CCOCC2)C[C@H](CC(=O)NCc2cccc(C(F)(F)F)c2)C(=O)N1CC3	-10	.	.	.	-6	11	-5	-3
CC(=O)N1N=C(c2cccc(Br)c2)OC12CCCC2	2	12	10	5	12	12	1	-7
O=C(COC(=O)c1ccc2c(c1)C(=O)N(Cc1ccncc1)C2=O)Nc1cccc2ccccc12	16	4	0	-2	-4	1	24	-17
CCN(CC)S(=O)(=O)c1ccc(NC2c3ncccc3C(=O)N2Cc2ccccc2)cc1 (centres undefined)	7	5	-1	9	-10	11	-6	-5
Cc1cc(C)cc(N(C(=O)C2CCCC2)C2C=CS(=O)(=O)C2)c1 (centres undefined)	0	3	-10	6	-2	14	3	4
CC(=O)n1cc([C@H]2C=C(C(N)=O)O[C@@H](OCc3ccc(CO)cc3)C2)c2ccccc21	17	-13	-20	28	6	7	-2	-5
CCC(=O)NCc1nc2ccccc2n1Cc1ccccc1F	-4	1	-3	6	-2	-30	-2	0
NC(=O)c1nsc(C(=O)N(c2cccc(F)c2)C(C(=O)NCC2CCCO2)c2c[nH]c3ccccc23)c1N (centres undefined)	11	1	20	79*	12	13	20	6
COc1ccc(CCNC(=O)c2ccco2)cc1OC	6	-6	9	-2	-6	12	-28	4
COc1ccccc1NC(=O)CCCCC(=O)Nc1ccccc1OC	18	3	2	8	-6	3	0	0
CC1(C)CC(=O)C2=C(C1)N(c1ccccc1)C(N)=C(C#N)C2c1ccccc1 (centres undefined)	14	2	10	7	-10	11	3	-4
O=C(CN1CCOCC1)NNc1c2ccccc2nc2ccccc12	-5	-11	-12	-40	-2	9	5	2
CCCc1cc(N2CCCC(C(=O)Nc3c(OC)cccc3OC)C2)n2ncnc2n1 (centres undefined)	-11	-15	11	1	-6	11	3	-4
O=C(COC(=O)/C=C/c1ccccc1Cl)NC(=O)NCc1ccccc1	-13	0	12	5	-12	11	2	14
CC(C)NC(=O)c1ccc2c(c1)N(CC(=O)NC1CCCCC1)C(=O)C(C)(C)O2	14	6	-1	3	-1	-7	-21	3
COc1ccc(NC(=O)C(=O)N/N=C(\C)CC(=O)Nc2ccccn2)c(OC)c1	-11	-10	-21	-12	-8	2	3	9
CCOc1ccc(NC(=O)C2CC(=O)N=C(N)S2)cc1 (centres undefined)	12	8	1	1	1	-10	13	-6
CS(=O)(=O)c1ccc(C(=O)NCC(c2ccco2)N2CCCCC2)cc1 (centres undefined)	-11	-3	-7	0	4	1	12	-1
CC1(C)CC(=O)C2=C(C1)OC(N)=C(C#N)C2Cc1ccccc1 (centres undefined)	6	13	11	1	5	17	3	13
Cc1ccc(C(=O)COc2ccccc2C(=O)Nc2ccccc2)cc1	21	3	-17	6	-13	-4	-5	-4
CC(OC(=O)CCc1nc2ccccc2[nH]c1=O)c1ccccc1 (centres undefined)	14	15	11	26	-1	1	-8	10
COc1ccc(C(=O)NCC(=O)N2CCc3ccccc3C2)cc1	7	17	2	1	-16	0	-1	4
O=C(CSC1=NC(=O)C(c2ccccc2)C(=O)N1)Nc1ccccc1Cl (centres undefined)	22	12	6	-2	0	-3	3	11
Cc1ccc(C)c(OCC(=O)NNC(=O)C2CC2)c1	10	-6	8	1	-5	2	1	-2
Clc1cccc(CSc2nnc(-c3ccccn3)n2Cc2ccco2)c1	-67	-21	1	-12	19	27	8	20
O=C(Nc1ccccc1Cl)Nc1cccc2cccnc12	-71	11	-56	9	15	0	-43	4
COC(=O)Cc1cc(=O)n2[nH]c(C)cc2n1	9	-7	-9	2	-2	-5	-35	-6
Clc1ccc2c(N/N=C/c3ccc(Br)cc3)ccnc2c1	.	.	.	.	34	16	31	16
CN(C)C(=O)COc1ccc(C(=O)/C=C/c2cccnc2)cc1	-13	0	1	-6	6	4	14	4

Given with two lines to a compound: part of the list above
Screens in order: 697 NFkB inh, APJ antagonist, Jurkat NFkB inh, UBC13 polyUb, EBI2 antag, CCR6 antagonist, Gli-Sufu antag, CXCR6 inh
Clc1ccc2c(N/N=C/c3ccc(Br)cc3)ccnc2c1
 : ., ., ., ., 34, 16, 31, 16
O=C(Nc1ccccc1Cl)Nc1cccc2cccnc12
 : -71, 11, -56, 9, 15, 0, -43, 4

More entries
compound	697 NFkB inh	APJ antagonist	Jurkat NFkB inh	UBC13 polyUb	EBI2 antag	CCR6 antagonist	Gli-Sufu antag	CXCR6 inh
COc1ccc2[nH]cc(CCNC(=O)Nc3ccccc3)c2c1	11	10	-3	52*	7	-2	-4	-4
O=C(O)CCCC(=O)Nc1c(F)c(F)c(F)c(F)c1F	6	5	17	13	-4	1	-11	-2
Cc1oc(S(=O)(=O)N2CCCC2)cc1C(=O)Nc1ccc(F)cc1	9	1	3	5	-2	4	-4	-12
COc1ccc(OCCC(=O)OCC(=O)NCCC2=CCCCC2)cc1	10	-1	7	7	6	2	-1	-1
O=CNc1ccccc1Oc1ccccc1	-9	10	-6	7	2	1	-2	2
Cc1cc2[nH]c3ccccc3c2c(C)n1	9	-19	-17	3	-5	24	5	7
COc1ccc(-n2nc(C(=O)NCC(=O)Nc3cc(OC)c(OC)c(OC)c3)c3ccccc3c2=O)cc1Cl	21	10	44	10	-37	4	29	0
COc1ccc(-c2csc(NC(=O)c3cccc(S(=O)(=O)N4CCN(C)CC4)c3)n2)cc1	6	-5	15	2	7	9	8	2
COc1ccc(OC)c(NC(=O)c2ccc(-c3csc(C)n3)cc2)c1	-4	10	-8	6	-1	17	-29	-1
C=Cn1c(C(=O)O)cc(CC)c1-c1ccccc1	-4	9	4	5	-9	-9	-1	-2
Cc1ccc(C(=O)NCC(=O)NCC(=O)OCC(=O)c2ccc(Br)cc2)cc1	-6	8	-13	-1	-8	18	49	7
Cc1cc(C)c(C)c(S(=O)(=O)Nc2ccc(C(=O)N3CCCC3)cc2)c1C	5	-10	0	-1	1	5	-7	-11
COc1ccc(Cl)cc1-c1n[nH]c(=S)n1C	-16	14	4	-4	-7	-8	-8	8
